Source: PubChem BioAssay
TcdB GH inh: blocks C. difficile toxin B glycohydrolase activity | AID 652162 | inhibition, % at 9.99 µM | P18177 | 350,000 tested, 0.24% active | TcdB glycohydrolase enzymatic assay, plate reader; in the data active = inhibition above about 10%
PfHsp40 rescue: restores yeast growth despite PfHsp40 toxicity. S. cerevisiae expressing PfHsp40, growth rescue, ATP luminescence. growth rescue, % at 12.5 µM. AID 504582. 340,000 tested, 0.68% active; in the data active = growth rescue above about 28%, passing the limit was not always enough; inconclusive = no clear call, values can overlap the other calls;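 note: yeast W303a lacking pdr1 and pdr3 grown in galactose medium; growth measured after three days at 30 °C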
CCHF vOTU inh: blocks the CCHF virus ovarian tumor domain protease; inhibition, % at 11.5 µM; 370,000 tested, 0.55% active; CCHFV vOTU protease, Pep-AMC fluorescence; in the data active = inhibition above about 30%; note: 0% = vehicle wells with enzyme and 100% = no enzyme wells
PrPC TRFRET: reduces human prion protein on the cell surface; P04156; cell surface PrPC, TR-FRET read-out; inhibition, % at 13.8 µM; 370,000 tested, 0.43% active; in the data active = inhibition above about 24%; note: 0% = median of the test wells and 100% = reference compound wells
BoNT-F LC inh: inhibitors of Botulinum neurotoxin F light chain protease; inhibition, % at 10 µM; 360,000 tested, 0.22% active; Multiplex microsphere protease cleavage assay, flow cytometry; in the data active = inhibition above about 35%, passing the limit was not always enough; inconclusive = no clear call, values can overlap the other calls; note: plate controls were buffer without enzyme for full effect and enzyme alone for no effect
Y pestis TopoI: Y. pestis Topo-I inhibition via cleavage products; Y. pestis Topo-I cleavage product accumulation, plate reader; activity, % at 10 µM; 360,000 tested, 0.064% active; AID 504884; in the data active = activity above about 50%, passing the limit was not always enough; inconclusive = no clear call, values can overlap the other calls; note: inactives centre near 2
FadD28 FP inh: M. tuberculosis FadD28 bisubstrate binding inhibition | FadD28 bisubstrate probe binding, fluorescence polarization | inhibition, % at 12.5 µM | 360,000 tested, 0.22% active; in the data active = inhibition above about 8.5%, passing the limit was not always enough; inconclusive = no clear call, values can overlap the other calls
BoNT-A LC inh2: inhibitors of Botulinum neurotoxin A light chain protease. inhibition, % at 10 µM. multiplex microsphere protease substrate cleavage, flow cytometry. 360,000 tested, 0.17% active. AID 588499; note: plate controls were buffer without enzyme for full effect and enzyme alone for no effect
Anthrax LF inh2: inhibitors of Bacillus anthracis lethal factor protease | P15917 | multiplex microsphere protease cleavage assay, LF | inhibition, % at 10 µM | 360,000 tested, 0.12% active; note: plate controls were buffer without enzyme for full effect and enzyme alone for no effect
Target sequence (P15917 whole entry, looked up): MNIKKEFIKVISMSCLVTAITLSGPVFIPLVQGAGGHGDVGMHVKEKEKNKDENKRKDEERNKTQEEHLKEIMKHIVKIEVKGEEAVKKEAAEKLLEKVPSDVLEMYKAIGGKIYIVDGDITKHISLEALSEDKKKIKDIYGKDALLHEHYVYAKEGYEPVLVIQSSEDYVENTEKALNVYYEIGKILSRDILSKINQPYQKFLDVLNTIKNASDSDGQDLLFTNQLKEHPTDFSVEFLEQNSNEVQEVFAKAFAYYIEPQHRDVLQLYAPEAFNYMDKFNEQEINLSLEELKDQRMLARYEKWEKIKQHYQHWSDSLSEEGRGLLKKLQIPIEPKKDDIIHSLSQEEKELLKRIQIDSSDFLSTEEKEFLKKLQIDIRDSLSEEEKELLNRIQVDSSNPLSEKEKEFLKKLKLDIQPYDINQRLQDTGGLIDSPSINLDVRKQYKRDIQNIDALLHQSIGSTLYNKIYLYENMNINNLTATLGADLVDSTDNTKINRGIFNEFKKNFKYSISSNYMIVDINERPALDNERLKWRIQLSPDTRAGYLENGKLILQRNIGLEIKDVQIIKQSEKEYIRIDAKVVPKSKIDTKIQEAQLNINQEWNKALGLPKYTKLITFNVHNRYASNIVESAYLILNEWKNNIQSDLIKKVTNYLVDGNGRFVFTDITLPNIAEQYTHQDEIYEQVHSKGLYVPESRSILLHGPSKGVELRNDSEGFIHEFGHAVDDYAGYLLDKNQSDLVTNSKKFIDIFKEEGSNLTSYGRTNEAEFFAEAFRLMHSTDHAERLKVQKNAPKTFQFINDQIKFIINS
The depositor's hits bear a star; ? = inconclusive; nt = no result given. Cut-off read from the data, not from the text of the source, unless noted: active = inhibition above about 30%; inconclusive = no clear call, values can overlap the other calls; inactive = below that. An unsorted share of the library, and some 2.3% of all compounds hit somewhere here.

#	SMILES	TcdB GH inh	PfHsp40 rescue	CCHF vOTU inh	PrPC TRFRET	BoNT-F LC inh
1	CC(NS(=O)(=O)c1ccc(Cl)cc1)C(=O)OCC(=O)c1ccc[nH]1 (stereo not given)	1.2	-0.2	0	4	-3
2	Nc1[nH]c(C(=O)c2ccccc2)c(-c2ccncc2)c1C(=O)NCc1ccc(Cl)cc1	-1.2	nt	5	8	-8
3	COc1cccc2cc(C(=O)C3=C(O)C(=O)N(CCN4CCOCC4)C3c3ccc(Cl)cc3)oc12 (stereo not given)	-0.1	-0.1	5	8	?
4	O=C(C[n+]1cc(-c2ccc(F)cc2)n2c1CCC2)c1cccs1	0.7	-1.0	-2	-1	?
5	O=C(/C=C/c1ccc([N+](=O)[O-])cc1)NCc1ccco1	2.2	-1.4	2	-41	-5
6	CC1=NNC(=O)C1CCC(=O)N/N=C/c1c(Cl)cccc1Cl (stereo not given)	-0.7	0.0	-11	-3	3
7	CC(C)(C)c1cc(=O)n2c(nc3ccccc32)[nH]1	nt	0.7	-5	1	-6
8	O=C(COc1ccccc1[N+](=O)[O-])N/N=C/C=C/c1ccco1	nt	0.1	1	-8	4
9	Oc1cccc(NC(=S)Nc2ccc(SC(F)F)cc2)c1	2.2	-0.8	21	7	-4
10	Cc1nnc(SCCn2c(N3CCCC(C)C3)nc3c2c(=O)n(C)c(=O)n3C)s1 (stereo not given)	0.6	-0.1	5	-1	-10
11	COc1cc(CNC2CCCC2)cc(OC)c1OC	0.3	-0.6	4	3	0
12	Nc1cc2[nH]c(=O)c3ccccc3c2cc1[N+](=O)[O-]	-0.2	-0.8	6	-17	-7
13	COc1cc(/C=C/C(=O)O)ccc1OCc1ccccc1C#N	nt	-1.2	7	-1	9
14	CSCCC(NC(=O)OC(C)(C)C)C(=O)NC(C(=O)NC(CC(C)C)C(N)=O)C(C)C (stereo not given)	1.6	-1.1	-23	-3	72*
15	Cc1ccccc1-c1cnc(C(O)c2cc(Cl)cc(Cl)c2)[nH]1 (stereo not given)	2.0	nt	8	-5	-1

#	Y pestis TopoI	FadD28 FP inh	BoNT-A LC inh2	Anthrax LF inh2
1	3	-3.0	0.2	-6
2	nt	nt	-0.6	-5
3	-1	-0.1	?	-3
4	-5	-3.9	-1.3	4
5	-7	0.0	-0.8	-2
6	6	-0.3	0.1	6
7	1	-0.5	-0.5	-4
8	4	1.2	0.5	-1
9	-5	1.8	-0.8	-2
10	-3	-0.4	-1.6	-15
11	0	-0.5	0.3	-4
12	-24	-0.9	-0.5	-6
13	5	-1.5	-0.1	0
14	6	1.9	2.1	11
15	-13	-7.0	-0.3	2

Later entries.
#	SMILES	TcdB GH inh	PfHsp40 rescue	CCHF vOTU inh	PrPC TRFRET	BoNT-F LC inh
16	NC(=O)c1nc(-c2ccccc2)c(-c2ccccc2)[nH]c1=O	1.2	-1.8	-8	5	-2
17	COc1ccc(-c2nc3ccccc3c(=O)n2O)cc1	1.1	?	-10	2	-30
18	CSCCC(NC(=O)COc1ccccc1)C(=O)OCCOc1ccc(F)cc1 (stereo not given)	2.8	-0.6	-3	-2	4
19	CCCN(C(=O)c1cn(C)c(=O)c2ccccc12)c1ccccc1C	-0.3	1.7	12	6	4
20	Cc1ccccc1NC(=O)CN1CCC(C(=O)c2ccc3c(c2)OCCO3)CC1	0.4	-0.8	-14	-11	-4
21	CC1CCCCN1CCCNC(=O)c1ccc2nc(N3CCCCC3)sc2c1 (stereo not given)	-0.2	-0.8	13	-5	0
22	CC(C)n1c(SCC(=O)Nc2nc3c(s2)CCCC3)nc2c1c(=O)n(C)c(=O)n2C	nt	2.0	-2	20	-13
23	Cc1nccn1CCCNC(=O)CC1C(=O)NCCN1Cc1ccccc1C(F)(F)F (stereo not given)	1.3	-0.9	2	-1	-2
24	Cc1sc2nc(SCC(N)=O)n(-c3ccccc3)c(=O)c2c1C	-2.2	0.4	3	3	-3
25	Cc1nc(NC(=O)/C=C/c2ccccc2)sc1C(=O)Nc1ccccc1Cl	nt	-1.2	-4	-5	-27
26	O=S1(=O)c2cccc3cccc(c23)N1Cc1nnc(-c2ccccc2Br)o1	-1.0	0.1	14	8	5
27	CN(CCOc1ccc(Cl)cc1)C(=O)c1cc(S(=O)(=O)N2CCOCC2)ccc1N1CCCC1	1.5	0.6	9	-15	10
28	O=C(Nc1cc(C(F)(F)F)ccc1N1CCCC1)C1=COCCO1	-0.4	0.1	3	-5	-4
29	CC(=O)Nc1ccc(NC(=O)c2c([N+](=O)[O-])cnn2C)cc1	-0.8	0.2	-12	-8	-33
30	CCN(CC(=O)NCc1ccc(Cl)cc1)C(=O)c1cccc(S(=O)(=O)Nc2ccc(OC)cc2)c1	-1.2	-2.0	1	10	-4

#	Y pestis TopoI	FadD28 FP inh	BoNT-A LC inh2	Anthrax LF inh2
16	-8	-0.2	0.2	-7
17	2	0.4	-0.7	-12
18	28	-0.5	2.8	-1
19	-5	-1.2	1.3	-2
20	15	-1.6	0.7	1
21	5	-3.0	0.1	2
22	-1	6.2	0.0	1
23	-5	-2.0	-0.3	-1
24	1	-5.2	-0.9	3
25	-2	0.1	-14	0
26	45	-1.7	0.4	2
27	12	-2.4	2.3	9
28	2	-2.0	-3.7	2
29	-8	0.0	-4.4	10
30	39	-4.2	-0.6	-2

Twelve structures already listed, ordered by count of non-hydrogen atoms, descending.
#	SMILES	TcdB GH inh	PfHsp40 rescue	CCHF vOTU inh	PrPC TRFRET	BoNT-F LC inh
3	COc1cccc2cc(C(=O)C3=C(O)C(=O)N(CCN4CCOCC4)C3c3ccc(Cl)cc3)oc12 (stereo not given)	-0.1	-0.1	5	8	?
27	CN(CCOc1ccc(Cl)cc1)C(=O)c1cc(S(=O)(=O)N2CCOCC2)ccc1N1CCCC1	1.5	0.6	9	-15	10
2	Nc1[nH]c(C(=O)c2ccccc2)c(-c2ccncc2)c1C(=O)NCc1ccc(Cl)cc1	-1.2	nt	5	8	-8
18	CSCCC(NC(=O)COc1ccccc1)C(=O)OCCOc1ccc(F)cc1 (stereo not given)	2.8	-0.6	-3	-2	4
21	CC1CCCCN1CCCNC(=O)c1ccc2nc(N3CCCCC3)sc2c1 (stereo not given)	-0.2	-0.8	13	-5	0
26	O=S1(=O)c2cccc3cccc(c23)N1Cc1nnc(-c2ccccc2Br)o1	-1.0	0.1	14	8	5
19	CCCN(C(=O)c1cn(C)c(=O)c2ccccc12)c1ccccc1C	-0.3	1.7	12	6	4
4	O=C(C[n+]1cc(-c2ccc(F)cc2)n2c1CCC2)c1cccs1	0.7	-1.0	-2	-1	?
15	Cc1ccccc1-c1cnc(C(O)c2cc(Cl)cc(Cl)c2)[nH]1 (stereo not given)	2.0	nt	8	-5	-1
9	Oc1cccc(NC(=S)Nc2ccc(SC(F)F)cc2)c1	2.2	-0.8	21	7	-4
17	COc1ccc(-c2nc3ccccc3c(=O)n2O)cc1	1.1	?	-10	2	-30
7	CC(C)(C)c1cc(=O)n2c(nc3ccccc32)[nH]1	nt	0.7	-5	1	-6

#	Y pestis TopoI	FadD28 FP inh	BoNT-A LC inh2	Anthrax LF inh2
3	-1	-0.1	?	-3
27	12	-2.4	2.3	9
2	nt	nt	-0.6	-5
18	28	-0.5	2.8	-1
21	5	-3.0	0.1	2
26	45	-1.7	0.4	2
19	-5	-1.2	1.3	-2
4	-5	-3.9	-1.3	4
15	-13	-7.0	-0.3	2
9	-5	1.8	-0.8	-2
17	2	0.4	-0.7	-12
7	1	-0.5	-0.5	-4

More records.
#	SMILES	TcdB GH inh	PfHsp40 rescue	CCHF vOTU inh	PrPC TRFRET	BoNT-F LC inh
31	Cn1nc(NC(=O)C(F)(F)F)c2ncc(-c3ccc(Cl)cc3)nc21	1.1	-0.6	10	-9	?
32	CN(C)S(=O)(=O)c1ccc(C(=O)NCC(=O)N/N=C/c2ccccc2)cc1	0.4	0.9	4	7	-4
33	CCN(CC(=O)Nc1ccc(NC(C)=O)cc1)C(=O)/C=C/c1ccc(C)o1	1.1	0.8	7	4	-14
34	O=C(CCl)N1CCN(S(=O)(=O)Cc2ccccc2)CC1	1.3	-1.7	11	-8	-5
35	O=C(CCNC(=O)c1ccccc1Cl)NC1=NCCS1	0.4	-0.7	-16	-2	1
36	CCOc1ccccc1C(=O)NC1CCNCC1	1.4	-0.4	-19	-2	8
37	O=C(OCc1ccc(-c2ccccc2)cc1)c1cccc(O)c1	0.2	179*	3	0	6
38	Clc1ccc(CSc2nnc(-c3ccccn3)n2Cc2cccs2)cc1Cl	-6.2	nt	7	4	0
39	O=S(=O)(c1ccccc1)n1ccc(-c2cnc(-c3ccccc3)s2)n1	nt	-0.5	-11	-1	2
40	CCCC1C(C#N)=C(N)Oc2c1c(=O)oc1ccccc21 (stereo not given)	nt	-0.3	14	-2	0
41	O=C(Cn1cnc2ccccc21)Nc1ccc(C(=O)O)cc1	nt	0.4	-15	-6	-9
42	Cc1cc(C(=O)NC2CCCCCC2)c2ccccc2n1	0.8	-0.8	27	-2	2
43	N#CCOC(=O)[C@H](Cc1ccccc1)N1C(=O)c2ccccc2C1=O	1.0	-0.5	0	1	17
44	CCN(CC)C(=O)Oc1ccc2ccccc2c1Br	0.7	5.5	6	-3	-9
45	O=C(Nc1ccccc1N1CCCC1)c1cccc(Cl)c1Cl	1.2	1.7	15	-2	-2

#	Y pestis TopoI	FadD28 FP inh	BoNT-A LC inh2	Anthrax LF inh2
31	5	-2.4	-9.3	-7
32	0	0.0	-0.4	0
33	2	-1.8	-1.7	-1
34	-7	-0.4	0.3	11
35	4	0.6	0.7	-1
36	8	-1.2	0.7	5
37	11	-6.6	0.1	-1
38	?	-1.0	-0.6	0
39	1	-4.0	0.5	-2
40	-1	-3.0	-0.5	0
41	-2	-2.1	-1.0	-7
42	3	0.5	0.2	-4
43	-6	-1.5	3.2	-8
44	30	-4.2	-1.3	0
45	10	-1.1	-0.9	-1

More entries
#	SMILES	TcdB GH inh	PfHsp40 rescue	CCHF vOTU inh	PrPC TRFRET	BoNT-F LC inh
46	CCCS(=O)(=O)NC(=O)C1(C)CCCN(C(=O)c2c(-c3ccccc3)noc2C)C1 (stereo not given)	-0.5	nt	0	-5	0
47	CCc1cc2c(SCC(=O)O)ncnc2s1	0.0	-1.2	-14	3	-14
48	Cc1cc2ccccn2c1C(=O)Nc1ccccc1	1.8	0.1	4	-9	-13
49	O=[N+]([O-])c1ccc2nc(-c3ccc(Cl)cc3)[nH]c2c1	5.2	?	4	-2	-9
50	O=C(O)COCC(=O)N1CCc2c([nH]c3ccccc23)C1C(F)(F)F (stereo not given)	-0.7	-1.1	-10	7	-1
51	COc1ccc(OC)c(C2CC(=O)C(C)C(c3cc(OC)ccc3OC)N2)c1 (stereo not given)	nt	-1.0	-4	-5	3
52	C=CCn1c(-c2ccc(OC)c(OC)c2)n[nH]c1=S	nt	0.3	-4	-2	-20
53	CCOC1=C/C(=C/c2c(N)n3nc(S(=O)(=O)CC)sc3nc2=O)C=CC1=O	1.0	-0.4	5	6	-2
54	c1ccc(CCN2CCC(N3CCN(c4ccccc4)CC3)CC2)cc1	nt	1.0	0	-1	-9
55	FC(F)(F)c1cc(CCN2C(=S)NC[C@@H]2CC2CCCCC2)cc(C(F)(F)F)c1	-0.7	9.9	-2	1	6
56	O=C(CCSc1ccc(Cl)cc1)NCc1ccncc1	-0.3	1.2	2	-1	-11

#	Y pestis TopoI	FadD28 FP inh	BoNT-A LC inh2	Anthrax LF inh2
46	-3	0.4	-0.1	-2
47	5	0.0	?	-2
48	-4	-0.9	-1.7	-1
49	-26	-12	0.7	-2
50	-6	-3.2	0.3	-12
51	4	1.1	0.1	0
52	6	-0.8	-1.2	-1
53	2	3.9	0.1	-7
54	-1	-0.2	-1.0	-5
55	1	-2.4	-0.6	4
56	1	0.5	-1.0	-5
